# M. tuberculosis = growth inhibition of non-replicating M. tuberculosis (AID 488890). Mycobacterium tuberculosis non-replicating, growth inhibition; higher % means a stronger effect. one-dose inhibition, % at 25 µM; IC50 in µM for titrated hits. 0.39% of 320,000 active; in the data active = a potency from the dose series; inconclusive = inhibition mostly from about 82% at the one dose, without a potency; inactive = the rest, 99 in 100 with inhibition below about 76%;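 note: plate controls were DMSO cells for no effect and high antibiotic wells for full effect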
# inhibitors of VEEV = inhibitors of VEEV TC-83 cytopathic effect, confirmation, Vero cells (AID 588727); Vero cells, VEEV TC-83 cytopathic effect inhibition; higher % means a stronger effect; one-dose inhibition, % at 20 µM; IC50 in µM for titrated hits; 0.13% of 350,000 active; in the data active = a potency from the dose series; inconclusive = inhibition mostly from about 14% at the one dose, without a potency; inactive = the rest, 99 in 100 with inhibition below about 12%; note: strong numbers were not always called active
# influenza NS1A = NS1A inhibition, H1N1 influenza, cell based functional assay (AID 504329). NS1A functional cell-based assay, percent inhibition; higher % means a stronger effect. inhibition, % at 12.5 µM; hits with a dose series show IC50 in µM. 0.3% of 340,000 active; in the data active = a potency from the dose series; inconclusive = inhibition above about 27% without an active follow-up result; note: strong numbers were not always called active
# M. tuberculosis HTS = M. tuberculosis growth inhibition, HTS (AID 449762) | M. tuberculosis H37Rv growth inhibition, 7H9 media; higher % means a stronger effect | inhibition, % at 25 µM, or IC50 in µM where a hit was titrated | 0.59% of 330,000 active; in the data active = a potency from the dose series; inconclusive = inhibition above about 70% without an active follow-up result;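 note: bacterial growth assessed after seven days of incubation; strong numbers were not always called active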
# Salmonella PhoP GFP = PhoP regulon inhibitors, Salmonella typhi PhoP promoter GFP reporter, confirmatory (AID 1850); Salmonella Typhi PhoP-promoter GFP reporter, fluorescence, 4 h; higher % means a stronger effect; inhibition, % at 50 µM, or IC50 in µM where a hit was titrated; 0.33% of 310,000 active; in the data active = a potency from the dose series; inconclusive = inhibition mostly from about 25% at the one dose, without a potency; inactive = the rest, 99 in 100 with inhibition below about 19%;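 note: 0% = induced wells with vehicle and 100% = uninduced wells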
# inhibitors of VEEV 10K pilot screen = further read-out of inhibitors of VEEV, marked with its call; inhibition, %; measured here: 10K pilot screen inhibition
# The depositor's hits bear a star; i = inactive; ? = inconclusive; · = not tested or not shown.
SMILES,M. tuberculosis,inhibitors of VEEV,influenza NS1A,M. tuberculosis HTS,Salmonella PhoP GFP,others
CCN(CC)C(=O)CSc1nc2nc(C)cc(C)c2c(=O)[nH]1,-5%,i,-3%,0%,-6%,
COc1cc(CNCC2CCCO2)ccc1OCC(N)=O (stereo not given),1%,i,8%,0%,6%,
Cc1c(NC2=CC(=O)CCC2)c(=O)n(-c2ccccc2)n1C,6%,0.2%,-4%,3%,2%,
CCCn1c(C(C)NS(=O)(=O)c2ccccc2)n[nH]c1=S (stereo not given),-5%,3.1%,1%,2%,8%,
C=C1C(=O)C=C[C@]2(C)C[C@@H]3OC(=O)[C@](C)(O)[C@H]3C[C@@H]12,6%,13%,-15%,18%,-9%,
CCOC(=O)C1=C(c2ccccc2)Nc2ncnn2C1c1cccc(O)c1 (stereo not given),-9%,2.3%,-8%,-5%,15%,
Cc1ccc(NC(=O)COC(=O)CNC(=O)c2ccc(Br)cc2)c(C)c1,60%,1.1%,-8%,0%,-5%,
CC(C)c1c(O)nc(SCc2ccc(F)cc2)[nH]c1=O,36%,1.3%,-5%,4%,-3%,
CC(=O)C1=C(C)NC2(O)c3ccccc3C(=O)C12O (stereo not given),4%,0.8%,3%,-3%,-4%,
Cc1ccc(S(=O)(=O)N/N=C/c2ccccc2O)cc1,-4%,i,0%,3%,2%,
O=C(CN1CCN(C(=O)c2ccco2)CC1)NCc1ccc(Cl)cc1,9%,3.1%,7%,-5%,-2%,
CCOC(=O)N1CCN(C(=O)C2CCN(S(=O)(=O)c3ccc(C)cc3)CC2)CC1,5%,0.2%,1%,1%,-4%,
COc1ccc(CCNC(=O)c2cccs2)cc1OC,-3%,0.4%,-3%,7%,7%,
O=C(COC(=O)c1ccncc1)c1ccccc1,19%,1.7%,1%,8%,2%,
CN(CC(=O)NC(=O)NC1CCCCC1)c1ccccc1,8%,2.1%,-20%,-6%,·,
CC(=O)Nc1ccc(/C=N/NC(=O)c2cccc(S(=O)(=O)N3CCOCC3)c2)cc1,-13%,1.3%,3%,-3%,-8%,
Cc1ccc(NC(=S)NCc2ccccc2)cc1C,?,0.7%,1%,-4%,6%,
COc1cc(/C=C/C(=O)O)cc(S(=O)(=O)Nc2ccccc2Cl)c1OC,-16%,0.8%,-5%,-3%,-1%,
CN(C)CCNC(=O)c1c(CSc2ccc(Cl)cc2)noc1C(=O)NCc1ccccc1,-10%,0.2%,7%,13%,1%,
Cc1cccc(-c2nnc(-c3ccc(N)cc3)o2)c1,2%,3.4%,5%,-1%,-5%,
N#Cc1c(/N=C/C=C/c2ccccc2)sc2c1CCCC2,40%,4.7%,9%,0%,8%,
CCc1nc2ccccc2n1CC(=O)N1CCN(Cc2ccccc2)CC1,-1%,0.5%,·,-7%,3%,
CC(C)n1c(NCCc2ccccc2)nc2c1c(=O)n(C)c(=O)n2C,8%,5.7%,8%,-8%,0%,
COC(=O)c1noc(-c2ccc(C)cc2)n1,70%,i,11%,-5%,-4%,
Cc1cc(NC(=O)c2sc(Nc3ccc(F)c(Cl)c3)nc2N)no1,6%,0.1%,-6%,-1%,12%,
COc1ccc2c(-c3ccc(OCCN4CCCCC4)cc3)c(-c3ccccc3OC)sc2c1,·,i,6%,·,·,
O=C(C1CCN(S(=O)(=O)N2CCOCC2)CC1)N1CCC2(CC1)OCCO2,-1%,0.0%,3%,-9%,-8%,inhibitors of VEEV 10K pilot screen=0.7
CCSc1ncc(Cl)c(C(=O)Nc2ccc(S(=O)(=O)Nc3onc(C)c3C)cc2)n1,8%,1.6%,1%,-2%,2%,
COc1ccc(C(=O)N2CCN(Cc3ccccc3C(F)(F)F)CC2)cc1,16%,i,-5%,-8%,-6%,
C=CCn1c(COc2ccc(OC)cc2)nc2ccccc21,24%,0.2%,-6%,6%,-9%,
COc1ccc(/C=C(/NC(=O)c2ccccc2)C(=O)Nc2cccc(C(=O)O)c2)cc1,-5%,2.2%,-8%,1%,-2%,
Cc1ccc(C(=O)NNc2c3ccccc3nc3ccccc23)cc1,15%,i,11%,11%,10%,
CCc1ccccc1NC(=O)COc1ccc(N2CC(C(N)=O)CC2=O)cc1 (stereo not given),-8%,4.8%,-6%,6%,1%,
COCCNC(=O)C(=O)N/N=C(\C)CC(=O)Nc1ccc(Cl)cc1Cl,23%,0.9%,-4%,-1%,-4%,
Cc1ccc(C(CNC(=O)c2ccc(Br)o2)N2CCN(C)CC2)cc1 (stereo not given),-3%,0.5%,-7%,-7%,1%,
Nn1c(=S)[nH]nc(Cc2ccc(O)cc2)c1=O,-7%,0.3%,-9%,2%,0%,
CCOC(=O)c1ccc(CNC(=O)Cn2nnc(-c3ccc(C)cc3)n2)o1,-20%,1.0%,2%,-2%,3%,
Cc1ccc(NC(=O)CCN2C(=O)CSC2=O)c(C)c1,-4%,5.3%,-22%,-6%,-5%,
CCCCn1c(N)c(N(CC(C)C)C(=O)c2cccc(OCc3ccccc3)c2)c(=O)[nH]c1=O,10%,10%,11%,0%,-6%,
COC(=O)CCN(C1CCCCC1)S(=O)(=O)c1ccc(S(=O)(=O)NC2CCCCC2)cc1,17%,i,9%,-11%,-4%,

# Pulled by compound from the entries so far (two):
SMILES,M. tuberculosis,inhibitors of VEEV,influenza NS1A,M. tuberculosis HTS,Salmonella PhoP GFP,others
CCCCn1c(N)c(N(CC(C)C)C(=O)c2cccc(OCc3ccccc3)c2)c(=O)[nH]c1=O,10%,10%,11%,0%,-6%,
CCOC(=O)c1ccc(CNC(=O)Cn2nnc(-c3ccc(C)cc3)n2)o1,-20%,1.0%,2%,-2%,3%,

# Remaining list, next part
SMILES,M. tuberculosis,inhibitors of VEEV,influenza NS1A,M. tuberculosis HTS,Salmonella PhoP GFP,others
O=C(/C=C/c1ccc(Cl)c(Cl)c1)n1cccn1,?,8.5%,9%,5%,-18%,
OCCSc1nc(N2CCOCC2)nc(N2CCOCC2)n1,3%,0.1%,3%,10%,5%,
C/C(=N\NC(=O)Cc1csc(N2CCOCC2)n1)c1ccc(Cl)c(Cl)c1,26%,4.4%,-2%,2%,7%,
COc1ccc(F)cc1C(=O)C1CCCN(Cc2cccn2-c2cccnc2)C1 (stereo not given),27%,5.5%,19%,9%,0%,
O=C(NCc1cccc(Cl)c1)C1=CC=CN2CCS(=O)(=O)N=C12,20%,2.7%,-2%,1%,·,
CCCC(C(=O)NC(C)(C)C)N(Cc1ccccc1Cl)C(=O)c1snc(C(N)=O)c1N (stereo not given),47%,1.6%,-21%,5%,4%,
COc1ccccc1CNC(=O)C1CCN(S(=O)(=O)N2CCCCC2)CC1,1%,2.2%,4%,-15%,-11%,
CCc1c(C(=O)NCc2cnn(C)c2)csc1C,-5%,2.0%,0%,-5%,3%,
Cc1cccc(C)c1NC(=O)CNC(=O)Cc1c[nH]c2ccccc12,0%,1.5%,-18%,1%,2%,
C[N+]1=C(/C=C/Nc2ccccc2)C(C)(C)c2ccccc21,-1%,i,-1%,-5%,-5%,
Cc1n[nH]c(C)c1N1C(=O)c2cccc3c(N4CCCCCC4)ccc(c23)C1=O,44%,5.8%,-20%,53%,-45%,inhibitors of VEEV 10K pilot screen=5.9
C=CCNC(=O)c1ccc(C)c(Br)c1,62%,0.4%,-6%,-3%,3%,
COc1cc(CSC)nc(-c2ccccc2)n1,-5%,0.2%,-1%,-7%,7%,inhibitors of VEEV 10K pilot screen=0.5
O=C(COC(=O)c1ccc(CNS(=O)(=O)c2ccc(F)c(Cl)c2)cc1)NCC1CCCCC1,-6%,1.8%,-9%,-2%,-5%,
Cc1c(Cl)cccc1NC(=O)CSc1nccn1C,-7%,2.2%,25%,-16%,-4%,
O=C(Nc1ccc(OC(=O)c2ccco2)cc1)c1ccco1,·,0.7%,-28%,-5%,-7%,
Cc1[nH]ccc(=O)c1OCc1c(F)cccc1Cl,0%,0.3%,5%,0%,8%,
COc1ccc(C2/C(=C(\O)c3ccc4c(c3)CC(C)O4)C(=O)C(=O)N2Cc2cccnc2)c(OC)c1 (stereo not given),8%,1.7%,-11%,-3%,2%,
Cc1ccc(OCc2nc3c4c(ncn3n2)-c2ccccc2CC42CCCC2)cc1,18%,0.0%,-9%,3%,1%,
O=C(Nc1ccc(Cl)cc1Cl)c1cccc(N2C(=O)C=CC2=O)c1,i,i,-6%,-1%,3%,
CN(C)C(=O)CSc1nnc(Cc2ccccc2)n1CC1CCCO1 (stereo not given),-4%,0.8%,-7%,-2%,7%,
COc1ccc(NC(=O)c2cccc(S(=O)(=O)N3CCN(C)CC3)c2)c(OC)c1,45%,3.0%,7%,-5%,-2%,
CCC1Sc2ccc(S(=O)(=O)CCC(=O)NCc3ccco3)cc2NC1=O (stereo not given),13%,1.3%,7%,-1%,-1%,
COC(=O)COc1ccccc1C(N)=O,2%,1.2%,4%,-7%,16%,
C=CCn1c(NCCO)nc2c1c(=O)n(C)c(=O)n2C,-11%,1.2%,8%,-8%,-2%,
CC(CN1CCN(Cc2ccccc2)CC1)c1ccccc1 (stereo not given),10%,i,2%,3%,-3%,
C=C1/C=C(\C)C(C)(O)CC(O)CC(=O)C(O)C(O)C(C)CC(C)OC(=O)/C(C)=C/CC/C=C/C(OC)C(O)CC(C)C1 (stereo not given),30%,5.0%,0%,3%,·,inhibitors of VEEV 10K pilot screen=5.6
CC(C)NC(=O)C1CCN(C2CCN(C(=O)c3ccc4cccc(F)c4n3)CC2)CC1,-4%,i,-1%,1%,-2%,

# Among those listed so far, these have an aryl methoxy group.
SMILES,M. tuberculosis,inhibitors of VEEV,influenza NS1A,M. tuberculosis HTS,Salmonella PhoP GFP,others
COc1cc(CNCC2CCCO2)ccc1OCC(N)=O (stereo not given),1%,i,8%,0%,6%,
COc1ccc(CCNC(=O)c2cccs2)cc1OC,-3%,0.4%,-3%,7%,7%,
COc1cc(/C=C/C(=O)O)cc(S(=O)(=O)Nc2ccccc2Cl)c1OC,-16%,0.8%,-5%,-3%,-1%,
COc1ccc2c(-c3ccc(OCCN4CCCCC4)cc3)c(-c3ccccc3OC)sc2c1,·,i,6%,·,·,
COc1ccc(C(=O)N2CCN(Cc3ccccc3C(F)(F)F)CC2)cc1,16%,i,-5%,-8%,-6%,
C=CCn1c(COc2ccc(OC)cc2)nc2ccccc21,24%,0.2%,-6%,6%,-9%,
COc1ccc(/C=C(/NC(=O)c2ccccc2)C(=O)Nc2cccc(C(=O)O)c2)cc1,-5%,2.2%,-8%,1%,-2%,
COc1ccc(F)cc1C(=O)C1CCCN(Cc2cccn2-c2cccnc2)C1 (stereo not given),27%,5.5%,19%,9%,0%,
COc1ccccc1CNC(=O)C1CCN(S(=O)(=O)N2CCCCC2)CC1,1%,2.2%,4%,-15%,-11%,
COc1cc(CSC)nc(-c2ccccc2)n1,-5%,0.2%,-1%,-7%,7%,inhibitors of VEEV 10K pilot screen=0.5
COc1ccc(C2/C(=C(\O)c3ccc4c(c3)CC(C)O4)C(=O)C(=O)N2Cc2cccnc2)c(OC)c1 (stereo not given),8%,1.7%,-11%,-3%,2%,
COc1ccc(NC(=O)c2cccc(S(=O)(=O)N3CCN(C)CC3)c2)c(OC)c1,45%,3.0%,7%,-5%,-2%,

# High-throughput results (PubChem BioAssay)
